CHOP inh: inhibitors of CHOP induction in ER stress response; 3.8% of 220,000 active; CHO-K1 CHOP-promoter luciferase, tunicamycin-induced, 15-18 h; inhibition, % at 10 µM;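 active = compounds that reduced the stress-induced luciferase reporter signal by more than about 70% of percent inhibition, limit read from the data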;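 note: 0% = tunicamycin plus vehicle and 100% = wells without tunicamycin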
zfTRPN1 agonist: activates the zebrafish TRPN1 channel; HEK293 zebrafish TRPN1-YFP, Fluo-8 calcium fluorescence; 100% = response to 87 µM carbachol; activation, % at 3 µM; AID 1424; 0.18% of 220,000 active;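 active = activation above its plate's cutoff, the mean activation of test wells on that plate plus 3 SD, cut at about 19% in these data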;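 note: 0% = DMSO alone and 100% = 87 µM carbachol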
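Assay system: Zebrafish TRPN1-YFP in HEK293 cells | Incubation: Dye loading 1 h at 37 °C, then 30 min room temperature | Measured by: Kinetic Fluo-8 fluorescence, ex 470-495, em 515-575 nm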
TRPML3 agonist: agonists of human TRPML3 channel. Q8TDD5. HEK293 TRPML3-YFP, Fluo-8 calcium fluorescence; 100% = the carbachol control signal. activation, % at 3 µM. 0.29% of 220,000 active;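 active = activation above its plate's cutoff, the mean activation of the plate's test wells plus 3 SD, cut at about 12% in these data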;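 note: 0% = DMSO only wells and 100% = carbachol wells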
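Test system: HEK293 cells stably carrying human TRPML3-YFP; Doses: single dose, 3 µM final nominal compound, 0.3% DMSO final; Schedule: dye loading 1 h 37 °C then 30 min ambient, 125 s read; Technique: Fluo-8 calcium fluorescence; Benchmarks: high control carbachol 87 µM, low control DMSO.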
PGE2 EP2 inh: inhibitors of human EP2 prostaglandin E2 receptor. C6 glioma cells expressing human EP2, cAMP TR-FRET; cells stimulated with saturating PGE2. inhibition, % at 25 µM. 0.52% of 260,000 active;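 active = percent inhibition above 40 after rounding to a whole number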;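 note: rat C6 glioma host cells with rolipram phosphodiesterase inhibitor present; the protocol text gives 20 µM as final concentration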
Target sequence (P43116 whole entry, looked up): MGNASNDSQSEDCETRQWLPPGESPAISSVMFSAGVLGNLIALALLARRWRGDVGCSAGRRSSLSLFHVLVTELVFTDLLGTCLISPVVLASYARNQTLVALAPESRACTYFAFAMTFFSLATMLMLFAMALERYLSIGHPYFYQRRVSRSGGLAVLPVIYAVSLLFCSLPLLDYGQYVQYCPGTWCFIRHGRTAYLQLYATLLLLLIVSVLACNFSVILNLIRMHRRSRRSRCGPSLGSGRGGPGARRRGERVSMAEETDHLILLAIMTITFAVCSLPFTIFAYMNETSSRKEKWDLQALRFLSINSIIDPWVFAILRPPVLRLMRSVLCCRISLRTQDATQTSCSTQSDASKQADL
14-3-3 Bad PPI: disrupts binding of bovine 14-3-3 zeta to phospho-Bad peptide; TR-FRET 14-3-3zeta/Dy647-pBad peptide displacement, 1 h; inhibition, % at 21.7 µM; 0.71% of 220,000 active;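 active = inhibition above about 70%, limit read from the data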;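 note: 0% = full 14-3-3 plus peptide FRET controls and 100% = background without 14-3-3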
Target sequence (P63103 whole entry, looked up): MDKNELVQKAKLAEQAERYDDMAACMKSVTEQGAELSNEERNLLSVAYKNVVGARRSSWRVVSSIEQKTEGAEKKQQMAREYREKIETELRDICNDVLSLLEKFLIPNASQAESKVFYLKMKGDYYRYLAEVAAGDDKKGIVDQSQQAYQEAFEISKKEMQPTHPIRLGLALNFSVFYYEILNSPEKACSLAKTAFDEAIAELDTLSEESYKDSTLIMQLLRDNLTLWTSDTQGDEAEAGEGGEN
PPC-1+TRAIL kill: compounds killing PPC-1 cancer cells with TRAIL present (potentiator screen, no TRAIL-free arm). 0.41% of 220,000 active. AID 1443. cell killing (% activity), % at 4 µM. PPC-1 cells + TRAIL, ATPLite viability luminescence;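 active = cell killing above 50% in the first pass at 4 µM, then a duplicate retest at 5 µM averaging 50% or more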;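 note: plate controls were cells with TRAIL plus DMSO for no effect and medium-only wells lacking cells for full effect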
NPY1 pot ag: human NPY-Y1 potentiation or agonism, primary screen. P25929. NPY-Y1 expressing cells, potentiator/agonist activation. activation, % at 3.6 µM. 0.37% of 220,000 active; in the data active = activation above about 33%, passing the limit was not always enough;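 note: cells stimulated with NPY at EC10 then isoproterenol at EC100; 0% = low agonist plus stimulus and 100% = saturating agonist plus stimulus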
EP2 modulator: EP2 receptor (human) modulation; 0.83% of 260,000 active; AID 940; induction, % at 25 µM; EP2-expressing cells, cAMP HTRF FRET, PGE2 co-stimulation; P43116;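 active = compounds whose cAMP rise, as percent of the full-agonist control response, exceeds 60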;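 note: rat C6 glioma line stably carrying human EP2 under a CMV promoter; the protocol text gives 20 µM as final concentration; 100% = response of wells given 1 µM PGE2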
NPY-Y1 antag: blocks the human neuropeptide Y Y1 receptor; P25929; HEK293-CNG Y1 cells, membrane potential fluorescence; NPY at EC95, then isoproterenol; inhibition, % at 3.6 µM; 1% of 200,000 active; AID 1040;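 active = inhibition above the campaign mean inhibition of all tested compounds plus 3 SD, cut at about 20% in these data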;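 note: 0% = DMSO wells given NPY plus isoproterenol and 100% = isoproterenol alone without NPY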
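System: HEK293 cells with Y1 receptor plus CNG channel / Probe or stimulus: NPY 25 nM then isoproterenol 1 µM plus Ro 20-1724 25 µM / Compound: one concentration, 3.6 µM, in 0.4% DMSO / Schedule: compound incubation 1 h at room temperature, readout 45 min post-stimulation / Measured by: membrane potential fluorescence / Read-out: % inhibition of NPY effect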
Numbers without * were called inactive; x = not tested or not shown; & = joins results of further samples; [ ] = another dose, or the depositor's remark. The list is partial (hit frequency here may not be typical).

SMILES	CHOP inh	zfTRPN1 agonist	TRPML3 agonist	PGE2 EP2 inh	14-3-3 Bad PPI	PPC-1+TRAIL kill	NPY1 pot ag	EP2 modulator	NPY-Y1 antag
Nc1cc(=O)nc(SCC(=O)Nc2ccccc2Cl)n1-c1ccccc1	-7	0.7	-0.1	4	3	3	9	-2	-8
C(=N\Nc1ccc(-n2ccnc2)nn1)/c1ccccc1	-7	0.4	1.2	17	-10[fluorescence artefact?]	7	12	-35	-4
CC(=O)c1cccc(NC(=O)NCc2ccccn2)c1	-12	-0.3	1.1	9	8[fluorescence artefact?]	15	-27	7	1
CCOc1ccc(NC(=S)Nc2ccccc2C2CC2)cc1	0	-0.9	0.3	1	-8	x	1	-54	-1
CCOC(=O)/C=C1\SCC(=O)N1CC(=O)Nc1ccccc1OC(F)F	35	-0.9	0.0	3	-17	22	-15	-46	5
Cc1ccc(-n2nc(-c3ccc(N)cc3)cc2N)cc1	-12	-1.7	-0.6	12	-12	17	10	29	1
O=C(Nc1ccccc1C(=O)N1CCOCC1)c1ccc([N+](=O)[O-])cc1	7	1.6	0.6	13	3	12	3	-1	0
C=CC[C@H]1CC(C)=C[C@H](CC=C)N1	38	0.3	0.6	6	-10	13	-4	21	-1
O=C(Cn1nc(C(F)(F)F)c2c1CCCC2)N1CCOCC1	-1	-0.6	0.9	7	-3	21	-18	1	3
CCCN(CCC)C(=O)c1c(NC(=O)CC)sc2c1CCCCC2	13	-0.3	-0.7	14	-5	32	-26	12	3
Cc1nc(CSc2nc3[nH]ncc3c(=O)n2-c2ccccc2)cs1	-2	0.0	-0.2	10	-7	-3	-4	14	2
COCCn1c(SCC(=O)c2ccccc2)nc2ccccc2c1=O	18	-2.2	0.3	4	-10	10	-8	-45	-3
COc1ccc([C@H]2C=C(C(=O)O)O[C@@H](OCc3ccc(CO)cc3)C2)cc1	-3	x	x	16	0	-12	x	15	x
O=C(COc1ccc(/C=N/NS(=O)(=O)c2ccccc2)cc1)Nc1cccc(Cl)c1	8	-1.3	-0.3	9	-4	-10	25	-36	43*
COc1ccc(S(=O)(=O)N2CCN(S(=O)(=O)c3ccc(C(F)(F)F)cc3)CC2)cc1C	31	-0.9	0.4	10	-11	5	-7	25&10	-3
COc1ccc(OC)c(N(CC(=O)N2CCC(C)CC2)S(=O)(=O)c2ccccc2)c1	-2	-0.4	8.2	6	7	-8	-6	26	12
O=C(N/N=C\c1cn[nH]c1-c1ccc(Cl)cc1)c1cccs1	16	1.8	0.4	9	0	-8	-13	-43	x
CN(CCCCCNC(=O)/C=N/O)Cc1ccccc1	3	-0.2	0.2	5	4	7	-25	-6	-5
O=C(CNC(=O)c1ccccc1)NCC(=O)OCc1ccc(Cl)cc1	35	-0.5	-0.1	2	-9	-6	10	21	-2
CC(C)CNC(=O)COC(=O)c1ccc([N+](=O)[O-])cc1Cl	12	1.1	0.3	6	-11	19	2	16	-4
O=C(NN=C1CCCC1)C1COc2ccccc2O1 (centres undefined)	18	1.7	0.9	2	-9	-2	1	4	2
CCOC(=O)c1cc(-c2cccs2)nc2c1c(C)nn2-c1ccccn1	99*	-1.4	0.5	13	11	6	-27	31	62*
N#CCN1C(=O)C2CCCN2c2ccc(S(=O)(=O)N3CCOCC3)cc21 (centres undefined)	1	2.8	1.2	5	-22	-11	16	30	7
O=C(c1ccc(CSc2nc3ccncc3[nH]2)cc1)N1CCCCCC1	23	0.9	0.9	9	2	81*[5 µM]	27	-2	x

Reprinted from the part before: 3 compounds, followed by the next part.
SMILES	CHOP inh	zfTRPN1 agonist	TRPML3 agonist	PGE2 EP2 inh	14-3-3 Bad PPI	PPC-1+TRAIL kill	NPY1 pot ag	EP2 modulator	NPY-Y1 antag
CCOC(=O)c1cc(-c2cccs2)nc2c1c(C)nn2-c1ccccn1	99*	-1.4	0.5	13	11	6	-27	31	62*
N#CCN1C(=O)C2CCCN2c2ccc(S(=O)(=O)N3CCOCC3)cc21 (centres undefined)	1	2.8	1.2	5	-22	-11	16	30	7
O=C(c1ccc(CSc2nc3ccncc3[nH]2)cc1)N1CCCCCC1	23	0.9	0.9	9	2	81*[5 µM]	27	-2	x
Cc1ccc(NCc2nnc(SCC(=O)Nc3cccc(O)c3)n2CC2CCCO2)c(C)c1 (centres undefined)	4	-0.4	-0.7	3	-4	1	-11	4	7
Nc1ccccc1C(=O)N/N=C1/C2CN3CCN(C2)CC1(Cc1ccccc1)C3	-7	-0.5	-0.2	8	-7	-2	-3	-8	4
Cc1ccc(N2C(N)=C(C#N)C3(C(=O)N(C)c4ccccc43)C3=C2CC(C)(C)CC3=O)cc1Cl (centres undefined)	8	-0.4	0.8	13	2	2	19	4	-4
COc1ccc(-c2c3c(=O)n(C)c(=O)n(C)c3cn2Cc2cccnc2)cc1	1	0.3	0.4	12	-6	0	10	16	-3
O=C(CSc1nc(-c2ccc(F)cc2)cs1)N1CCc2ccccc21	29	0.6	0.3	5	-4	2	-13	22	5
O=C(O)CC(c1ccccc1)c1ccccc1	4	0.5	0.4	6	-10[fluorescence artefact?]	9	-22	12	12
CCC(=O)Nc1ccc(S(=O)(=O)N2CCCCC2)cc1OC	6	-1.0	1.1	9	10	-6	18	-4	6
Nc1nc(SCC(=O)NC2CCCC2)[nH]c(=O)c1-c1ccccc1	8	-0.2	0.7	11&14	-9	-1	-14	-2&30	6
CCNc1nc(Oc2ccc(=O)[nH]n2)nc(N2CCOCC2)n1	23	-0.7	-0.2	3	5	-14	-13	18	1
COc1ccc(C(=O)N2CC(c3ccccc3)CC2=O)cc1 (centres undefined)	-2	-1.7	-0.8	2	0	11	22	0	x
CNC(=S)N1CCC(NC(=O)C(Cc2ccc(F)cc2)NC(C)=O)CC1 (centres undefined)	19	1.9	1.3	4	-20	-3	-9	10	-1
COc1ccc(N2CCN(C(C)C(=O)N3CCCC3)CC2)cc1 (centres undefined)	13	-0.5	0.8	8	79*	1	-10	20	-2

Complete entries as entered above.
N#CCN1C(=O)C2CCCN2c2ccc(S(=O)(=O)N3CCOCC3)cc21 (centres undefined) across the screens: CHOP inh: 1; zfTRPN1 agonist: 2.8; TRPML3 agonist: 1.2; PGE2 EP2 inh: 5; 14-3-3 Bad PPI: -22; PPC-1+TRAIL kill: -11; NPY1 pot ag: 16; EP2 modulator: 30; NPY-Y1 antag: 7
CCNc1nc(Oc2ccc(=O)[nH]n2)nc(N2CCOCC2)n1 across the screens: CHOP inh: 23; zfTRPN1 agonist: -0.7; TRPML3 agonist: -0.2; PGE2 EP2 inh: 3; 14-3-3 Bad PPI: 5; PPC-1+TRAIL kill: -14; NPY1 pot ag: -13; EP2 modulator: 18; NPY-Y1 antag: 1

Remaining list, next part:
SMILES	CHOP inh	zfTRPN1 agonist	TRPML3 agonist	PGE2 EP2 inh	14-3-3 Bad PPI	PPC-1+TRAIL kill	NPY1 pot ag	EP2 modulator	NPY-Y1 antag
OCCN(Cc1ccccc1)Cc1cccc(Cl)c1Cl	-4	-2.0	-1.1	3	88*	25	-2	28	9
COc1ccccc1OCCc1nnc(N)s1	8	0.7	0.7	7	-4	19	0	-4	-3
CCOC(=O)c1sc(NC(=O)c2ccc(CC)s2)nc1C	71*	0.8	1.6	18	-2	29	-8	7	-10
CC1(C)c2cc(Cl)ccc2-n2c1cc(O)c(-c1ccccc1)c2=O	21	2.0	3.5	9	1	5	-17	-15	x
Cc1nc2ccccc2n(CC(=O)Nc2cc(Cl)cc(Cl)c2)c1=O	10	-0.9	1.6	3	-3	11	21	-40	3
CC(=O)/C(N=Nc1c(C)n(C)n(-c2ccccc2)c1=O)=C(\C)O	-18	-1.7	-0.3	5	-12	-9	18	-4	-1
O=C(Cn1cc2c(n1)CCCCC2)NCc1ccccc1	-15	x	x	10	-3	13	x	-9	x
COC(=O)C1CCN(CC(=O)Nc2ccc(OC)c(Cl)c2)CC1	-16	-0.9	0.8	8	0	23	5	-57	3
CNC(=O)c1[nH]cnc1C(=O)Nc1ccccc1OC	8	0.1	0.9	10	1	5	-11	-31	-2
Cc1ccnc(NC2(C(F)(F)F)N=C3SCCN3C2=O)c1 (centres undefined)	34	0.4	0.5	9	-19	-9	-6	-2	1
Cc1oc(-c2ccc(Cl)cc2)nc1CSCC(=O)NCCCN1CCOCC1	28	1.3	0.7	0	-10	18	2	14	-2
Cc1ccc(OCC(=O)Nc2ccc(-c3nc4ncccc4o3)cc2)cc1	-4	0.7	0.1	10	79*	-14	3	12	-2
Cc1ccc(CCc2nnc(SCC(=O)Nc3cc(Cl)ccc3Cl)n2-c2ccccc2)o1	13	-0.8	0.0	5	-13	-3	-3	20	4
COc1cc(NC(=O)CN(C)S(=O)(=O)c2ccc3nc(C)sc3c2)cc(OC)c1	-5	-0.3	-0.2	22	0	x	20	-60	2
CCOC(=O)c1cnc(SCC(C)C)nc1N	-6	-0.8	-1.1	11	3[fluorescence artefact?]	36	23	-10	-2
Cc1[nH]c2c(C)cccc2c1CCNS(=O)(=O)c1cccc([N+](=O)[O-])c1	-3	0.8	1.2	8	-7[fluorescence artefact?]	26	9	-12	-7
NC(=O)c1ccccc1NC(=O)Nc1ccccc1Cl	21	0.0	0.2	6	-11	-8	-3	-10	0

Screens deposited in PubChem by several laboratories.
